Bioassay records: PubChem, National Center for Advancing Translational Sciences (NCATS)
Apoferritin bind – binds horse apoferritin like a general anesthetic; apoferritin/1-aminoanthracene competitive binding, fluorescence; Potency, µM (series often up to 77.5 µM), inactives show at the top dose activity change, negative = displacement, actives largely listed as inhibitors; actives 0.074% (n = 350,000); P02791; also: % is scaled to controls: 0 for no effect and ±100 for the full control effect; nearly all actives have a fitted effect of over 20% in size
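In PBS, apoferritin at 10 uM is loaded with 1-AMA from a 50% saturated solution. After 10 min of compound exposure at ambient temperature, reduced 535 nm fluorescence indicates probe displacement.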
POLB inh – DNA polymerase beta (human) inhibition; Pol beta primer extension/strand displacement, fluorescence kinetic; Potency, µM (top dose mostly 114 µM), without a hit: top-dose activity change, negative = inhibition, hits mostly inhibitors; actives 1.3% (n = 340,000); AID 485314; also: % is scaled to controls: 0 for no effect and ±100 for the full control effect
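Preincubation: enzyme (10 nM) with compound, 15 min, RT. Reaction: substrate added to 50 nM final. Reads: 0 and 10 min. Analysis: normalized, Hill fit.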
Pol iota inh – DNA polymerase iota (human) inhibition; Pol iota fluorescent replication assay, 10 min; AID 588590; actives 1% (n = 390,000); Potency, µM (doses to about 115 µM), for the others: at the top dose activity, negative = inhibition, hits mostly inhibitors; Q9UNA4
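Fluorescent replication assay read twice, at 0 min and 10 min after adding 50 nM (final) substrate. Enzyme (10 nM) and compounds were first incubated 15 min at room temperature; enzyme-free buffer wells were negative controls.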
BAZ2B inh – blocks human BAZ2B; Q9UIF8; AlphaScreen BAZ2B-H3K14Ac peptide displacement; Potency, µM (top dose mostly 114 µM), without a hit: top-dose activity change, negative = inhibition, usual class: inhibitors; actives 4.4% (n = 360,000); also: % is scaled to controls: 0 for no effect and ±100 for the full control effect; nearly all actives have a fitted effect of over 60% in size
Target sequence (Q9UIF8 whole entry, looked up): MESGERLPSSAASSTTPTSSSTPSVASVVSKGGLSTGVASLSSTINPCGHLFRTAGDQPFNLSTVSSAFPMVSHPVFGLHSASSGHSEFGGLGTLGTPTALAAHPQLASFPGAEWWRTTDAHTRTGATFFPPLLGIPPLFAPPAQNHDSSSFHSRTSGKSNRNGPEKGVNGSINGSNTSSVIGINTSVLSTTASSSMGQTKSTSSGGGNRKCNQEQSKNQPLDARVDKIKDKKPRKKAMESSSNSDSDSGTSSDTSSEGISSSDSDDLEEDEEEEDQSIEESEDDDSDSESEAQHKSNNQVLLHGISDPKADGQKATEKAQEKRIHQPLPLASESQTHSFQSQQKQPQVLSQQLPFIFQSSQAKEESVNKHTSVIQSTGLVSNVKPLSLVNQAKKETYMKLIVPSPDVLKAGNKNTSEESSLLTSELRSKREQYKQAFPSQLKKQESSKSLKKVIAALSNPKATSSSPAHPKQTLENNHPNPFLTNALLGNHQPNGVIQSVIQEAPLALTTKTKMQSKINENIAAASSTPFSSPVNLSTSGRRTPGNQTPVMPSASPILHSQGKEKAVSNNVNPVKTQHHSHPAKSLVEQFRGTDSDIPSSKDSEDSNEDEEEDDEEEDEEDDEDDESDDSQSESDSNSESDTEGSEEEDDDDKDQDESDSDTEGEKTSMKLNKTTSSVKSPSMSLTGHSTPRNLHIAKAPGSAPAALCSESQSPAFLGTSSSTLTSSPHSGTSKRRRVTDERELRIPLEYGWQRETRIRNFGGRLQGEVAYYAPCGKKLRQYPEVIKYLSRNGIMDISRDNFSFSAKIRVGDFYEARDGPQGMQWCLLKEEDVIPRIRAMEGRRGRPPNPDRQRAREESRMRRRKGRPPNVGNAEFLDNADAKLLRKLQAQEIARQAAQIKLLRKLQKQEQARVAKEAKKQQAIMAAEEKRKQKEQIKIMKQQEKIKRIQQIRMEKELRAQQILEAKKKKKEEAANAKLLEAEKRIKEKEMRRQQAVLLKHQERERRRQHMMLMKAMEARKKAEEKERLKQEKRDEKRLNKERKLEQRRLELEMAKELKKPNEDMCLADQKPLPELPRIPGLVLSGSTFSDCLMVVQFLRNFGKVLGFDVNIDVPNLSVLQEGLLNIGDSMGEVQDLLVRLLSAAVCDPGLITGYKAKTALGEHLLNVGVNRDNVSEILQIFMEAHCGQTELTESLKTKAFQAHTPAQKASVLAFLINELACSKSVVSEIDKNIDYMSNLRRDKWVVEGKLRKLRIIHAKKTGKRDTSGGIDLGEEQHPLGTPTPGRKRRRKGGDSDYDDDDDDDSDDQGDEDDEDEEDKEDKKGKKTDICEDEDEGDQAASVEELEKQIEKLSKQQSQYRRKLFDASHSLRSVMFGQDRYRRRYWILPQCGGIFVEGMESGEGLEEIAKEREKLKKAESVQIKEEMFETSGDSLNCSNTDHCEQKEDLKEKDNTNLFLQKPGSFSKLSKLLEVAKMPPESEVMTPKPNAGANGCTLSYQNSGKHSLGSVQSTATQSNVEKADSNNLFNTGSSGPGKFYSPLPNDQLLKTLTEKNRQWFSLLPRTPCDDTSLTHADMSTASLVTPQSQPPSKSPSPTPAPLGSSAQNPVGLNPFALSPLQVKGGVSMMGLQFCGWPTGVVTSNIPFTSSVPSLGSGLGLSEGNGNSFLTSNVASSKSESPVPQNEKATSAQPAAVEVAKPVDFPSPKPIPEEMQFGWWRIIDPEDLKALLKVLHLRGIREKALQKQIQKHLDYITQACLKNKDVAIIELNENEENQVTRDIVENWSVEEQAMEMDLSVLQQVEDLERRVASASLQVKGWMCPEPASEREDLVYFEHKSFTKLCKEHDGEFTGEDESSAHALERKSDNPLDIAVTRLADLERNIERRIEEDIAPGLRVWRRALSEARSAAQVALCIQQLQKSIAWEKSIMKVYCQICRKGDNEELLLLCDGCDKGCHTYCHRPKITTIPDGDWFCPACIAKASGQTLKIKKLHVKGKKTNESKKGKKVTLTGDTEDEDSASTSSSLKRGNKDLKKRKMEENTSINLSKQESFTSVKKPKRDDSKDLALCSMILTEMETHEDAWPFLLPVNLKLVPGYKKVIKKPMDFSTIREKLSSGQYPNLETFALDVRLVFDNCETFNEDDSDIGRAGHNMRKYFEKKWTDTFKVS
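In this displacement format the biotinylated H3(5-23) peptide acetylated at Lys14 serves as ligand at 50 nM, with BAZ2B at 50 nM in PBS pH 7.4 containing 0.01% Tween-20. Donor and acceptor beads are 10 ug/mL final.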
Pol kappa inh – DNA polymerase kappa (human) inhibition | Q9UBT6 | purified Pol kappa, fluorescent DNA synthesis assay, 10 min | Potency, µM (doses to about 107 µM), inactives show top-dose activity, negative = inhibition, usual class: inhibitors | actives 0.53% (n = 400,000) | AID 588579; also: % is scaled to controls: 0 for no effect and ±100 for the full control effect
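10 nM Pol kappa preincubated 15 min at room temperature with compounds, then reaction started with substrate at 50 nM final. Fluorescence read kinetically at 0 and 10 min; buffer-only wells served as negative control.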
APEX1 inh – APE1 (human) endonuclease inhibition; P27695; recombinant APE1, TAMRA/BHQ-2 abasic DNA cleavage fluorescence; Potency, µM (doses to about 65.8 µM), for inactives: at the top dose activity change, negative = inhibition, usual class: inhibitors; actives 0.35% (n = 350,000);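 also: plate controls were vehicle for no effect and reference inhibitor for full effect; nearly all actives have a fitted effect of over 55% in size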
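0.75 nM APE1 + cpd, 15 min RT; start w/ 50 nM TAMRA/BHQ-2 THF-abasic dsDNA; kinetic fluor 525/598 nm ×3 reads @60 s; Δ(read3−read1); normalized to DMSO and NSC13755 control wells.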
G9a block – blocks human histone lysine methyltransferase G9a. Q96KQ7. G9a H3K9 monomethylation, AlphaScreen, 2 h. Potency, µM (doses to about 102 µM), for inactives: at the top dose activity, negative = inhibition, hits mostly inhibitors. actives 8.8% (n = 350,000). AID 504332; also: % is scaled to controls: 0 for no effect and ±100 for the full control effect; nearly all actives have a fitted effect of over 75% in size
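Step 1: enzyme (final 20 nM) with compound, 15 min RT. Step 2: substrate peptide 500 nM and SAM 20 uM, 2 h RT. Step 3: anti-H3K9me1 antibody and AlphaScreen beads, 10 min, then plate read.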
BLM helicase inh – blocks DNA unwinding by human BLM helicase | recombinant BLM DNA unwinding, fluorescence dequenching | Potency, µM (titrated, usually from 56.1 µM), for inactives: at the highest dose activity change, negative = inhibition, usual class: inhibitors | actives 0.2% (n = 350,000) | AID 2528;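 also: plate controls were vehicle for no effect and no enzyme for full effect; nearly all actives have a fitted effect of over 35% in size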
Pol eta inh – DNA polymerase eta (human) inhibition; AID 588591; recombinant Pol eta, fluorescent DNA replication assay; actives 1.2% (n = 390,000); Q9Y253; Potency, µM (doses to about 114 µM), inactives show top-dose activity change, negative = inhibition, usual class: inhibitors; also: % is scaled to controls: 0 for no effect and ±100 for the full control effect
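Fluorescent replication assay: 50 nM final substrate added after a 15 min room-temperature compound preincubation with 10 nM enzyme. Signal taken at 0 min and again at 10 min.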
* marks the source's active call; other numbers are inactive results; ? = inconclusive; . = not tested or not shown; & = joins results of further samples; [ ] = dose if it differs, or a comment. Calls follow the shape of the dose curve; as a rule, active = well fitted curve in the direction sought with a large enough effect; inconclusive = small, poorly fitted or top-dose-only effect, or another doubt; inactive = no such curve, though single readings can be large; an effect the other way counts as inactive or inconclusive. Potency is read from the fitted curve at half-maximal effect. This is a subset; count on the stated rates, not on these rows.

SMILES | Apoferritin bind | POLB inh | Pol iota inh | BAZ2B inh | Pol kappa inh | APEX1 inh | G9a block | BLM helicase inh | Pol eta inh
Cc1ccc(CNC(=O)[C@]2(C(F)(F)F)C[C@H](CCc3ccccc3)CCCO2)o1 | -18.1% | . | -18.9% | . | -11.6% | ? | . | 3.0% | .
COC(=O)c1ccc(CSc2nnc(NCc3ccccc3)s2)o1 | ? | 10.0% | -7.1% | 1.9% | 0.1% | -0.5% | 50.1µM* | 3.2% | -14.5%
Cc1ccc(SCc2c(-c3ccccc3)nn(C)c2Cl)cc1 | 129.8%[activator] | 6.4% | 4.7% | 104.2%[activator] | -9.6% | 11.5% | 144.2%[activator] | -9.6% | -12.5%
COc1ccc(OCCCCn2c(C3CC(=O)N(c4cccc(Cl)c4)C3)nc3ccccc32)cc1 (stereo not drawn) | 135.7%[activator] | 6.8% | 22.6% | -19.0% | -4.1% | . | ? | -5.6% | -8.8%
Cc1c(OCC(=O)N2CCC(C(N)=O)CC2)ccc2c3c(c(=O)oc12)CCCC3 | -4.4% | 4.4% | 4.8% | -3.2% | -0.2% | 20.7% | -7.7% | -7.0% | -6.6%
Cc1ccc(-c2cc3ccccc3nc2N)cc1 | -14.6% | -0.8% | -15.2% | -2.5% | 11.2% | 1.5% | -8.4% | -1.5% | -18.9%
O=C(Nc1ccc2c(c1)CCC2)c1ncoc1-c1ccccc1F | -5.7% | 22.4% | -7.8% | 12.7% | -4.8% | 4.9% | 46.7% | -8.0% | -13.8%
C/C(=N\NC(=O)c1c(Cl)cnn1C)c1ccc(NC(=O)c2ccc(Br)o2)cc1 | -9.1% | ? | 17.1% | -23.2% | -9.5% | -3.3% | -8.0%[0.501 µM] | -10.6% | -6.0%
Cc1ccc(C(=O)N(C)CCOc2ccccc2)cc1S(=O)(=O)N1CCCCC1 | . | . | 32.0%[activator] | 14.8% | -3.7% | -12.7% | 29.1%[12.7 µM] | . | -19.9%
COCCN(C(=O)CSc1nnc(C)n1-c1ccc(C)cc1)c1c(N)n(Cc2ccccc2)c(=O)[nH]c1=O | . | . | 31.2%[activator] | -5.4% | -17.6% | 5.4% | 9.0%[59 µM] | . | -16.7%
CN(Cc1nc(CC2CC2)no1)CC12CC3CC(CC(C3)C1)C2 | -6.1% | 41.9% | 78.7%[activator] | 24.1% | -0.3% | -0.9% | 217.5%[activator] | -2.9% | -24.2%
CC(CCc1ccco1)NC(=O)c1cccc2c1C(=O)N(C1CCCCC1)C2 (stereo not drawn) | -22.9% | ? | 7.1% | 4.9% | -7.7% | 5.2% | -13.4% | -6.6% | -17.5%
O=C(COc1ccc(Cl)cc1Cl)Nc1cccnc1 | -7.3% | 34.0% | 35.6%[activator] | -12.2% | 6.3% | -0.9% | 33.5%[59 µM] | 0.8% | 2.2%
COc1ccc(Cl)cc1N=C1NC(=O)CC(C(=O)Nc2ccccc2C(F)(F)F)S1 (stereo not drawn) | -16.9% | -2.2% | 32.3%[activator] | -27.0% | -8.5% | . | ? | -7.4% | -16.1%
Cc1nnc2n(C3CCCCC3)c(=O)c3c4c(sc3n12)COC(C)(C)C4 | -19.2% | 1.4% | 4.4% | -5.2% | -6.3% | -2.5% | -8.4%[12.7 µM] | 1.1% | -1.3%
COc1ccccc1CCNC(=O)C1CCC(=O)N(C2CC2)C1 (stereo not drawn) | -0.9% | 55.9% | 20.9% | -32.0% | -4.4% | 33.1% | 1.6% | -0.9% | -17.9%
CC(=O)c1cccc(N(C(=O)c2ccccn2)C(C(=O)NC2CCCCC2)c2ccccc2)c1 (stereo not drawn) | 3.8% | 44.0% | 136.5%[activator] | -18.2% | 0.0% | -1.8% | -5.7% | -5.0% | -11.7%
CCN(CC)C(=O)Oc1cc(COC)nc(-c2ccccc2)n1 | -11.9% | 20.5% | 140.4%[activator] | 3.8% | -4.9% | -6.5% | -9.8% | -4.5% | -2.2%
COc1cccc2c1cc1c(=O)n(CC(=O)N3CCN(c4ccccc4F)CC3)nc(C)n12 | -3.0% | 29.4% | -10.2% | -1.1% | 5.2% | . | -19.5%[59 µM] | 1.3% | 2.4%
COc1ccc(-c2nsc3c(N4CCCC4)ncnc23)cc1 | -6.6% | -1.9% | 15.5% | -4.9% | 2.3% | 15.3% | -5.1%[12.7 µM] | -4.6% | 5.4%

Sorted by number of heavy atoms (smallest number first): some entries from above
SMILES | Apoferritin bind | POLB inh | Pol iota inh | BAZ2B inh | Pol kappa inh | APEX1 inh | G9a block | BLM helicase inh | Pol eta inh
O=C(COc1ccc(Cl)cc1Cl)Nc1cccnc1 | -7.3% | 34.0% | 35.6%[activator] | -12.2% | 6.3% | -0.9% | 33.5%[59 µM] | 0.8% | 2.2%
COc1ccc(-c2nsc3c(N4CCCC4)ncnc23)cc1 | -6.6% | -1.9% | 15.5% | -4.9% | 2.3% | 15.3% | -5.1%[12.7 µM] | -4.6% | 5.4%
O=C(Nc1ccc2c(c1)CCC2)c1ncoc1-c1ccccc1F | -5.7% | 22.4% | -7.8% | 12.7% | -4.8% | 4.9% | 46.7% | -8.0% | -13.8%
Cc1ccc(C(=O)N(C)CCOc2ccccc2)cc1S(=O)(=O)N1CCCCC1 | . | . | 32.0%[activator] | 14.8% | -3.7% | -12.7% | 29.1%[12.7 µM] | . | -19.9%

Next part:
SMILES | Apoferritin bind | POLB inh | Pol iota inh | BAZ2B inh | Pol kappa inh | APEX1 inh | G9a block | BLM helicase inh | Pol eta inh
CCc1c(C(C)S(=O)(=O)c2ccc(C)cc2)[nH]c(=O)n1-c1ccc(C)cc1 (stereo not drawn) | ? | -1.8% | -3.4% | -21.0% | -5.6% | 1.7% | 8.91µM* | -4.1% | 9.3%
Cc1cccc(Oc2ncnc(N)c2[N+](=O)[O-])c1 | -8.1% | -23.7% | 4.3% | -6.2% | 0.2% | 1.7% | 12.0% | -0.1% | -15.9%
Cc1cc2c(OCC(O)CNC3CCCCC3)cccc2[nH]1 (stereo not drawn) | -8.3% | 0.9% | 32.5%[activator] | -32.1% | 5.0% | 0.9% | ? | 0.1% | -14.8%
O=C(Cn1cnc2ccccc2c1=O)NCc1ccc2c(c1)OCO2 | ? | 1.8% | 3.3% | 0.8% | -2.3% | 0.4% | -4.7%[59 µM] | -3.0% | -13.2%
O=C(NC(=S)NNC(=O)c1cccs1)c1ccco1 | -13.1% | 15.1% | -4.0% | 79.4%[activator][57.1 µM] | -20.2% | -0.8% | ? | -2.2% | -3.0%
Cc1cc(C)cc(N(CC(=O)N2CCCC2)S(C)(=O)=O)c1 | -3.7% | 22.1% | 84.6%[activator] | -6.4% | -1.4% | -12.0% | 2.7% | 1.4% | -21.3%
COc1ccc(S(=O)(=O)N(CC(=O)Nc2cccnc2)c2ccc(Cl)cc2)cc1 | 36.5%[activator] | 0.3% | 0.7% | -9.3% | -25.5% | . | -36.6%[59 µM] | -9.2% | -9.1%
N#CCCn1cc(C=C(C#N)C#N)c(-c2ccc(Cl)cc2)n1 | -16.5% | 0.2% | ? | 0.1% | -6.2% | -4.2% | 12.2% | -7.7% | -17.6%
O=C(NC1CCCCC1)c1ccc2c(c1)N(Cc1ccc(Cl)cc1)C(=O)c1ccccc1S2(=O)=O | -0.1% | 10.5% | 24.4% | -12.9% | -1.7% | . | -1.6%[59 µM] | -8.3% | -19.9%
COCCNC(=O)c1ccc(C2SCC(=O)N2Cc2ccco2)cc1 (stereo not drawn) | -6.0% | 14.8% | -13.0% | -6.1% | 1.1% | 3.0% | . | -2.9% | -10.3%
O=C(Nc1ccc2[nH]ncc2c1)C1CCC1 | -15.3% | ? | 115.6%[activator] | -10.2% | -9.7% | -10.2% | 12.0% | -3.1% | 1.2%
CC(C)Cn1c(=O)n(C)c(=O)c2[nH]cnc21 | -11.3% | 13.1%[57.1 µM] | 2.7%[58.9 µM] | 6.3% | -13.9%[60.1 µM] | 6.8%&-5.7%&1.3%&-6.0%&-0.9%&1.3% | 3.9%[59 µM] | 2.9%&2.5%&-13.5%&-1.1% | 0.5%[57.1 µM]
CCCC(=O)N=C1SC2CS(=O)(=O)CC2N1c1ccc(CC)cc1 (stereo not drawn) | -7.8% | 27.7% | 8.8% | -38.5% | 0.1% | 2.1% | 34.7%[0.501 µM] | -3.5% | -5.5%
CCCn1c(N)c(N(CCOC)C(=O)c2cc(C)cc(C)c2)c(=O)[nH]c1=O | -8.8% | 45.9% | 20.0% | 19.5% | 4.6% | 48.8%[activator] | ? | 0.8% | -2.3%
COc1ccc(CCN(C)CC(O)COc2ccc(C(C)=O)cc2OC)cc1OC (stereo not drawn) | -9.2% | 3.1% | 4.1% | -30.3% | 4.8% | 19.0% | 28.2µM* | -0.6% | -10.8%
O=C1CC(c2nc3ccccc3n2CCCCOc2ccccc2)CN1c1ccccc1Cl (stereo not drawn) | 191.5%[activator] | -17.9% | 21.1% | -31.9% | -7.7% | . | -15.0%[59 µM] | -12.4% | -21.5%
O=C(OCc1ccccc1)c1cn(-c2ccccc2)nc1-c1ccncc1 | ? | 4.1% | 14.2% | 1.6% | -11.0% | -2.5% | 58.3%[activator] | -8.7% | -1.9%
CCNc1nc(C)c(CN(C(C)=O)c2ccccc2)nc1C#N | 313.3%[activator] | ? | 177.9%[activator] | -1.5% | 4.3% | 0.9% | 15.4%[59 µM] | -4.0% | -11.6%
CCCCN(CC)S(=O)(=O)c1ccc(C(=O)Nc2nnc(-c3cccs3)o2)cc1 | -8.6% | ? | ? | ? | -9.4% | 0.4% | -6.3% | -4.5% | -21.3%
Clc1ccc(N2N=C(c3cccs3)CC2c2ccco2)cc1 (stereo not drawn) | 93.9%[activator] | 16.5% | 15.9% | 259.2%[activator][57.1 µM] | -7.5% | 11.7% | 66.5%[activator][12.7 µM] | -10.8% | ?
